# KCNK3 inh – human KCNK3 channel inhibitors, primary screen, CHO cells, FluxOR thallium flux, B-score; FluxOR fluorescence; hits give low values; hit rate 0.84% among 340,000; B-score at 10 µM;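 active = B-score under library mean minus 4 SD, starting fluorescence ratio at most library mean plus 5 SD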;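 note: more negative B-score means stronger inhibition of thallium flux through KCNK3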
# KCNK9 block – KCNK9 potassium channel inhibitors, primary screen, HEK293 cells, thallium flux. Potassium channel subfamily K member 9 (Homo sapiens), Q9NPC2. FluxOR thallium flux fluorescence; hits give low values. B-score at 10 µM. hit rate 1.2% among 310,000;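 active = ratio B-score over 3 SD below the library mean, with starting fluorescence within 5 SD of its mean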;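 note: negative B-score means less thallium flux so channel inhibition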
# hERG protect – hERG rescue from dofetilide block, primary screen, cell-based, CHO-hERG, FluxOR thallium flux, dofetilide IC70 | Voltage-gated inwardly rectifying potassium channel KCNH2 (Homo sapiens), Q12809 | dofetilide IC70 present | activation (rescue from dofetilide block), less the hit threshold, % at 10 µM | hit rate 0.51% among 310,000 | AID 1511, 2009;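 active = activation above the mean of controls blocked by dofetilide plus 5 SD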;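 note: thallium influx through hERG after potassium depolarization seen as dye fluorescence rise; in these data hits start at about 4.7%; inactives centre near -7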
# Target sequence (Q12809 whole entry, looked up): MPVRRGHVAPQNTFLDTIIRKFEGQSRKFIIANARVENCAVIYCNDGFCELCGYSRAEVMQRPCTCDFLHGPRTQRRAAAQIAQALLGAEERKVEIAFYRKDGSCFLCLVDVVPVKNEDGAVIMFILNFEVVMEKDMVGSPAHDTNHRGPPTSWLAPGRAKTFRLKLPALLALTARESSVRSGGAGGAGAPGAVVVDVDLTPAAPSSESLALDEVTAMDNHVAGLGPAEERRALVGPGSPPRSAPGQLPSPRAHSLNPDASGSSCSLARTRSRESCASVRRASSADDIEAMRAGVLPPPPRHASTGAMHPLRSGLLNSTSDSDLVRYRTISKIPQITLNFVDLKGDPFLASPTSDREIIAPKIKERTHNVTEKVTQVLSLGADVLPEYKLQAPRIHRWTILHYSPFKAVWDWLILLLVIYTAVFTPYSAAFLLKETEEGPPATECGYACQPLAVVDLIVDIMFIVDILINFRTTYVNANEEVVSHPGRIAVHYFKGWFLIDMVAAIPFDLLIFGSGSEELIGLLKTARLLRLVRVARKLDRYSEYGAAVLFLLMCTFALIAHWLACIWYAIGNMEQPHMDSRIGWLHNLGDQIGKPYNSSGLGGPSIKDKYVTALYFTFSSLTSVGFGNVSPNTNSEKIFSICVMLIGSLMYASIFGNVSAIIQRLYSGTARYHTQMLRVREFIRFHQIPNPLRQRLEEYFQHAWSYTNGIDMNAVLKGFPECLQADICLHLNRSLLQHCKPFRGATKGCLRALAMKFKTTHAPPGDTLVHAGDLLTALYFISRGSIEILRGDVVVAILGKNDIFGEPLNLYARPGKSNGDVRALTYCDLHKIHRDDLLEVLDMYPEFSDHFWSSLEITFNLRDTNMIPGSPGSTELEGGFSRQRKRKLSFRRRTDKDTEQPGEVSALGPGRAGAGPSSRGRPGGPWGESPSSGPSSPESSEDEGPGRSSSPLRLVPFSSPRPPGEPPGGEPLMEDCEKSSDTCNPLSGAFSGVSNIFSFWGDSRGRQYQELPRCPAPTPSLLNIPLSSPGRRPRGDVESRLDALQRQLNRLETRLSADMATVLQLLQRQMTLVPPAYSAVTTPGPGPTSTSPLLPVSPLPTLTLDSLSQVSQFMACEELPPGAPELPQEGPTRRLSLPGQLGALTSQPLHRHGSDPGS
# PolyA inh – polyadenylation inhibitors in yeast reporter cells, primary screen, luminescence, S. cerevisiae. AID 1875, 2009. S. cerevisiae SKY197-pL101 polyadenylation reporter, beta-gal luminescence; efflux-impaired pdr1/pdr3 knockout yeast; score 100 = 6 SD above DMSO. calls only at 12 µM. hit rate 0.02% among 300,000;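 active = lowest replicate activity score at least 50, where 100 means six control SD above control mean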;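 note: yeast exposed to compound for 9 h at 30 °C; higher score means more reporter readthrough which indicates perturbed polyadenylation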
# KCNQ1 act – potentiators or activators of KCNQ1 channel, primary screen, cell-based, thallium flux, high-throughput; hit rate 0.35% among 310,000; B-score at 10 µM; CHO-K1 KCNQ1, thallium flux FluxOR fluorescence; hits give high values; Potassium voltage-gated channel subfamily KQT member 1 (Homo sapiens), P51787; AID 2648, 2010;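 active = fluorescence ratio B-score, a plate-corrected score, at least three library SD, with initial intensity B-score within 5 SD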
#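 Assay system: CHO-K1 cells stably expressing KCNQ1; Medium: assay buffer with matched DMSO; Also added: K+/Tl+ depolarizing stimulus; Dosing: single dose; Timing: dye 90 min, compound 20 min, room temperature; Measured by: kinetic FluxOR thallium fluorescence, 10-s 1-Hz baseline, 110-s post-stimulus read; Read-out: peak-minus-minimum fluorescence over initial fluorescence, negative-control normalized, B-scored.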
# GSK3B inh – human GSK3beta kinase inhibitors, primary screen, biochemical, cell-free homogeneous, HTS; Glycogen synthase kinase-3 beta (Homo sapiens), P49841; GST-GSK3beta kinase, ADP-Glo luminescence, 60 min; hits give low values; activity score (negative = inhibition), % at 10 µM; hit rate 0.038% among 300,000;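 active = more than half of replicate wells score below -50%, meaning over 50% inhibition versus plate controls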;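 note: 0% = median DMSO wells and -100% = median GW8510 positive control wells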
#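 Test system: GST-fused GSK3beta enzyme, cell-free | Quantity: 1.6 ng GST-GSK3beta enzyme per well | Reagent: 25 µM ATP with peptide substrate | Schedule: 60 min enzyme reaction, room temperature | Signal: Luminescent ADP-Glo measurement of ADP formed | Read-out basis: Score relative to plate controls | Control set: DMSO and 20 µM GW8510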
# RGS4 act – RGS4 potentiators or activators, primary screen, cell-based, HEK293 M3R inducible RGS4, calcium flux; AID 463111, 2010; B-score at 10 µM; hit rate 0.92% among 310,000; carbachol calcium flux Fluo4; hits give low values;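 active = B-score of the integrated calcium signal more than 4 SD below the library mean, with starting fluorescence not abnormally high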;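 note: negative B-score means reduced calcium response which marks RGS4 activation or potentiation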
#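 Also added: carbachol at ECmax as muscarinic agonist stimulus; Assay system: HEK293 cells with stable M3R and inducible RGS4; Timing: overnight RGS4 induction, 30 min dye load 37 °C, 20 min compound RT; Measured by: Fluo4-AM (2 µM) calcium-flux fluorescence, kinetic read.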
# KCNQ1 inh – inhibitors of human KCNQ1 channel, primary screen, cell-based, thallium flux, high-throughput | Potassium voltage-gated channel subfamily KQT member 1 (Homo sapiens), P51787 | CHO-K1 KCNQ1, FluxOR thallium flux fluorescence; hits give high values | B-score at 10 µM | hit rate 1.3% among 310,000 | AID 2642, 2010;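 active = compounds whose thallium flux B-score, printed positive for inhibition, exceeds three library SD while starting fluorescence stays within three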;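 note: channel opened by potassium depolarization with thallium stimulus after 20 min compound exposure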
# GSK3A inh – blockers of GSK3A enzyme activity – biochemical, luminescence, cell-free homogeneous, HTS, primary screen | Glycogen synthase kinase-3 alpha (Homo sapiens), P49840 | GSK-3 alpha kinase, ADP-Glo luminescence, 60 min | inhibition, % at 10 µM | hit rate 0.1% among 320,000;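 in the data active = inhibition above about 50%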;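 note: GST-tagged GSK-3 alpha with peptide substrate and 25 µM ATP; 0% = DMSO neutral wells and 100% = GW8510 positive control wells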
# RGS4 inh – RGS4 inhibitors, primary screen, cell-based, HEK293 M3R inducible RGS4, calcium flux; Regulator of G-protein signaling 4 (Homo sapiens), P49798; Fluo-4 calcium flux; hits give high values; triggered by carbachol at its EC20; B-score at 10 µM; hit rate 0.45% among 310,000;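 active = B-score, a plate-corrected calcium signal, over three deviations above library mean, with baseline fluorescence within five deviations of library mean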;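 note: RGS4 expression induced by doxycycline in cells with stable M3 receptor; B-score is computed from the integrated fluorescence ratio over baseline after carbachol; higher B-score means a larger calcium signal and so more RGS4 inhibition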
# DYRK1A inh – rat Dyrk1A kinase inhibitors, primary screen, biochemical, single point, plate reader; Dual specificity tyrosine-phosphorylation-regulated kinase 1A (Rattus norvegicus), Q63470; ADP-Glo luminescence, NFATc1 peptide; inhibition, % at 12.5 µM; hit rate 0.43% among 310,000; in the data active = inhibition above about 50%;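 note: plate controls were vehicle with enzyme for no effect and no enzyme for full effect; many of its hits are not listed in these tables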
# Numbers without * were called inactive; i = inactive; x = no result given.
# A first look (five entries):
smiles	KCNK3 inh	KCNK9 block	hERG protect	PolyA inh	KCNQ1 act	GSK3B inh	RGS4 act	KCNQ1 inh	GSK3A inh	RGS4 inh	DYRK1A inh
O=C(CCNS(=O)(=O)c1ccc2c(c1)CCC(=O)N2)Nc1ccc(F)c(F)c1	i	i	-2	i	i	-5	i	i	1	i	0
CCN(C(=O)COC(=O)/C=C/c1ccccc1[N+](=O)[O-])C1CCS(=O)(=O)C1 (configuration not stated)	i	i	-14	i	i	2	i	i	-15	i	x
CCc1nn(-c2ccccc2)c(N)c1C#N	i	i	-4	i	i	6	i	i	0	i	2
Cc1csc(=N)n1CC(=O)N1CCc2ccccc21	i	i	-7	i	i	-1	i	i	-7	i	-1
NC(=O)CN(c1ccccc1)C1SC(=O)N(Cc2ccccc2)C1=O (configuration not stated)	i	i	-4	i	i	-3	i	i	1	i	12

# This part in full, previewed entries included:
smiles	KCNK3 inh	KCNK9 block	hERG protect	PolyA inh	KCNQ1 act	GSK3B inh	RGS4 act	KCNQ1 inh	GSK3A inh	RGS4 inh	DYRK1A inh
O=C(CCNS(=O)(=O)c1ccc2c(c1)CCC(=O)N2)Nc1ccc(F)c(F)c1	i	i	-2	i	i	-5	i	i	1	i	0
CCN(C(=O)COC(=O)/C=C/c1ccccc1[N+](=O)[O-])C1CCS(=O)(=O)C1 (configuration not stated)	i	i	-14	i	i	2	i	i	-15	i	x
CCc1nn(-c2ccccc2)c(N)c1C#N	i	i	-4	i	i	6	i	i	0	i	2
Cc1csc(=N)n1CC(=O)N1CCc2ccccc21	i	i	-7	i	i	-1	i	i	-7	i	-1
NC(=O)CN(c1ccccc1)C1SC(=O)N(Cc2ccccc2)C1=O (configuration not stated)	i	i	-4	i	i	-3	i	i	1	i	12
Cc1ccc(NC(=O)C(C)N2C(=O)c3ccccc3C2=O)cc1 (configuration not stated)	i	i	-3	i	i	3	i	i	-3	i	-1
CNc1nc(=S)[nH]c2ccccc12	i	i	-3	i	i	0	i	i	-5	i	-8
Cc1ccc(C(=O)N/C(=C\c2cccnc2)C(=O)N2CCCC2)cc1	i	i	-2	i	i	3	i	i	-1	i	1
Cc1ccccc1CN1C(=O)CS/C1=N/N=C/c1ccco1	i	i	-10	i	i	-4	i	i	-2	i	4
COc1cccc(Nc2ncnc3sc(C)cc23)c1	i	i	-5	i	i	-1	i	i	-11	i	77*
CC(=O)Oc1cc2c(C(=O)NCCCN3CCOCC3)c(C)oc2c2ccccc12	i	i	-4	i	i	3	i	i	0	i	-3
O=C(Nc1cc(Cl)ccc1-n1cncn1)c1cc(F)cc(F)c1	i	i	-11	i	i	-3	i	i	0	i	9
N#Cc1c(Nc2ccccc2Cl)s[nH]c1=O	i	i	-19	i	i	-8	i	i	20	i	19
Nc1ncc(Br)cc1Br	i	i	-12	i	i	2	i	i	x	i	-3
C#CCN(C(=O)Nc1ccccc1)c1ccccc1	i	i	-6	i	i	-8	i	i	0	i	-1
COc1cc(-c2c(-c3ccc4c(c3)OCO4)noc2C)ccc1F	i	i	2	i	i	0	i	i	-2	i	5
O=C(O)CCC(=O)Nc1ccc(S(=O)(=O)Nc2nccs2)cc1	i	i	-5	i	i	0	i	i	-2	i	-5
CCc1cccc(Nc2cc(C)nc3ncnn23)c1	i	i	-7	i	i	-4	i	i	1	i	23
Oc1ccccc1-c1nc2ccccc2nc1-c1ccccc1	i	i	-10	i	i	3	i	i	4	i	14
N=c1ccn(Cc2cccc(F)c2)cc1	i	i	-10	i	i	-9	i	i	3	i	x
O=[N+]([O-])c1ccc(Nc2ccc3ccccc3c2)nc1	i	i	5.5*	i	i	-2	i	i	-4	i	7
O=C(COc1ccccc1)Nc1ncccn1	i	i	-7	i	i	0	i	i	1	i	-4
Cc1ccc(S(=O)(=O)N(C)CC(=O)Nc2ncccc2C)cc1	i	i	-16	i	i	3	i	i	-1	i	2
COc1ccccc1N1CCSC1C(N)=O (configuration not stated)	i	i	-7	i	i	13	i	i	-2	i	-7
O=C(NC1CCN(C(=O)N2CCOCC2)CC1)c1ccccc1	i	i	1	i	i	1	i	i	-2	i	5

# Some entries already given, limited to GSK3B inh:
SMILES	GSK3B inh
Cc1ccc(C(=O)N/C(=C\c2cccnc2)C(=O)N2CCCC2)cc1	3
Cc1ccccc1CN1C(=O)CS/C1=N/N=C/c1ccco1	-4

# Carrying on:
smiles	KCNK3 inh	KCNK9 block	hERG protect	PolyA inh	KCNQ1 act	GSK3B inh	RGS4 act	KCNQ1 inh	GSK3A inh	RGS4 inh	DYRK1A inh
N#Cc1ccc(OCc2cccc(S(=O)(=O)N3CCOCC3)c2)cc1	i	i	-8	i	i	-5	i	i	0	i	x
COc1ccc(NC(=O)NC2(C(=O)N3CCCCCC3)CCCCC2)cc1	i	i	-3	i	i	5	i	i	-1	i	-4
C=CCN(c1ccccc1)S(=O)(=O)c1cccc(C(=O)NCc2ccncc2)c1	i	i	-10	x	i	-2	i	i	-2	i	9
Cc1onc(-c2c(Cl)cccc2Cl)c1C(=O)c1c[nH]c(C(=O)NCC2CCCO2)c1 (configuration not stated)	i	i	-8	i	i	0	i	i	x	i	-1
CCN1C(=O)C(CC(=O)Nc2cccc(C(C)=O)c2)S/C1=N\c1ccccn1 (configuration not stated)	i	i	-5	i	i	3	i	i	-1	i	8
CC(C)C(=O)N1CCN(c2ccccc2N)CC1	i	i	-3	i	i	3	i	i	-2	i	2
CC(C)c1ccccc1NC(=O)Nc1ccc2c(c1)OCO2	i	i	-9	i	i	1	i	i	-2	i	-1
CCCCN1c2ccccc2N(CCCO)c2cc(C)nnc21	i	i	-2	i	i	0	i	i	-5	i	2
Cc1c(NC(C)c2cc(Cl)ccc2O)c(=O)n(-c2ccccc2)n1C (configuration not stated)	i	i	-5	x	i	1	i	i	5	i	-6
Cn1cc(CN2CCC[C@H]2CO)c(-c2cccc(Cl)c2)n1	i	i	-19	i	i	0	i	i	0	i	10
CC1SC(C)C(=O)N(CC(=O)NCc2ccc(F)cc2)C1=O (configuration not stated)	i	i	-6	i	i	-2	i	i	0	i	5
COc1cccc(C2Nc3ccc4ccccc4c3C3=C2C(=O)CC(C)(C)C3)c1OCC(=O)O (configuration not stated)	i	i	-2	i	i	2	i	i	-3	i	-1
CCOc1ccc(NC(=O)CN(C)C(=O)c2cc(S(=O)(=O)N3CCCCC3)ccc2C)cc1OCC	i	i	-19	i	i	1	i	i	1	i	x
CCOC(=O)c1c(C)[nH]c(C)c1S(=O)(=O)NCC(=O)Nc1ccccn1	i	i	-6	i	i	-27	i	i	2	i	0
COC(=O)c1c(NS(=O)(=O)c2cccs2)sc2c1CCCC2	i	i	-8	i	i	2	i	i	1	i	3
CCOC(=O)/C(=C\Nc1ccc(OC(F)(F)F)cc1)Sc1ncc(C(F)(F)F)cc1Cl	i	i	-9	i	i	4	i	i	-3	i	4
CCOc1ccc(CN2CCNC(=O)C2CC(=O)NCCc2cnccn2)cc1 (configuration not stated)	i	i	-5	i	i	0	i	i	0	i	0
COc1cc2c(cc1OC)C(=O)Cc1ccc3c(c1CN(C)CC2)OCO3	i	i	-8	i	i	-24	i	i	-3	i	10
CC(C)CCNC(=O)c1onc(CSc2ccccn2)c1C(=O)NCCC(C)C	i	i	-7	i	i	1	i	i	-1	i	x
Oc1cccc(NC(=S)Nc2cccnc2)c1	i	i	-4	i	i	0	i	i	0	i	9
CCOc1ccc(OCC)c(S(=O)(=O)N2CCCCC2)c1	i	i	-12	i	i	-5	i	i	-1	i	1
COc1ccc(-c2cn(-c3ccc(C)cc3C)c(=S)[nH]2)cc1OC	i	i	-3	i	i	1	i	i	0	i	-1
CS(=O)(=O)Nc1ccc(S(=O)(=O)NC2CCCCC2)cc1	i	i	-1	i	i	0	i	i	-1	i	-3
COc1ccc(NC(=O)CC2C(=O)N(c3cccc(C)c3)C(=O)N2C2CCCCC2)cc1 (configuration not stated)	i	i	-12	i	i	1	i	i	-1	i	5
CCCSc1nc2cc(OC)c(OC)cc2c(=N)n1CCCN1CCOCC1	i	i	-25	i	i	-1	i	i	-7	i	-2
C=CCOc1c(Br)cc(CNc2ccc(NC(=O)C(C)C)c(OC)c2)cc1OCC	i	i	-10	i	i	2	i	i	-1	i	2
COc1cc(C(=O)OCC(=O)Nc2cccc(S(=O)(=O)N3CCOCC3)c2)ccc1OCC(C)C	i	i	-8	i	i	-1	i	i	-3	i	-5

# These rows are one share of the data. The share of hits here may be higher or lower than overall.
